Compound activity from PubChem BioAssay.
PKM2 activator = increases activity of human pyruvate kinase M2; purified PKM2, Kinase-Glo ATP luminescence, activation; response scale: 0% is enzyme alone, no compound; 0.34% of 260,000 active; Potency, µM (series often up to 57.5 µM), for inactives: at the highest dose activation, actives largely listed as activators; P14618; further: potency means the concentration at half of the fitted maximal effect; on the % scale 0 is the no-effect control and ±100 the full control effect; nearly all actives have a fitted effect of over 55% in size
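Kinase-Glo luminescence reports ATP generated from ADP (0.1 mM) and PEP (0.5 mM) by purified hPK-M2 after 1 h at room temperature, pH 7.2 imidazole buffer; intermediate enzyme activity allows detecting inhibitors and activators.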
FLuc counter = counter-screen for miR-21 project: firefly luciferase inhibitors or activators. P08659. purified FLuc, Km substrates, luminescence inhibition. Potency, µM (series often up to 57.5 µM), for the others: at the highest dose activity change, negative = inhibition, hits mostly inhibitors. 6.9% of 360,000 active. AID 588342;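 further: potency means the concentration at half of the fitted maximal effect; plate controls were vehicle for no effect and reference inhibitor for full effect; nearly all actives have a fitted effect of over 55% in size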
Target sequence (P08659 whole entry, looked up): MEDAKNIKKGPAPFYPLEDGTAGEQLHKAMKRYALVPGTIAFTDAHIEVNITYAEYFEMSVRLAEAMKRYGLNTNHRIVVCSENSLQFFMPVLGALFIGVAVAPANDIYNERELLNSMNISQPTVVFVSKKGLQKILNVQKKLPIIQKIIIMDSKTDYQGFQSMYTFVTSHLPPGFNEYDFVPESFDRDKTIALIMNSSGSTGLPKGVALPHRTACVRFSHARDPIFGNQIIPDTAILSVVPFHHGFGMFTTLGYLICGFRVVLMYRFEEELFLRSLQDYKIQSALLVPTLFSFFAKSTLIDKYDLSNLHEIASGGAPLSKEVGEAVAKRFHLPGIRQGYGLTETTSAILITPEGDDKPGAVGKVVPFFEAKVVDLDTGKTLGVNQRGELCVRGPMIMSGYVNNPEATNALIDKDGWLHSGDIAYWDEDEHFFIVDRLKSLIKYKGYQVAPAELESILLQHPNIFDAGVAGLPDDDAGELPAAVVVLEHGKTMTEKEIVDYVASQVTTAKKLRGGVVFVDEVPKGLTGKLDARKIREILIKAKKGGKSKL
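Biochemical qHTS of compounds, final roughly 60 µM downward over six points, against 10 nM purified firefly luciferase using Km concentrations of substrates (10 uM D-luciferin, 10 uM ATP) in Tris acetate pH 7.5 buffer; luminescence output.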
NPC1 promoter act = NPC1 promoter activation; 2.4% of 320,000 active; AID 485313; Huh7 NPC1 promoter luciferase reporter, 24 h; Potency, µM (series often up to 9.22 µM), for inactives: at the highest dose activation, actives largely listed as activators;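 further: potency means the concentration at half of the fitted maximal effect; % of control where 0% means no effect; nearly all actives have a fitted effect of over 60% in size; reporter is driven by a mutant NPC1 promoter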
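Huh7 reporter cells (NPC1 promoter driving luciferase) are dosed with compound for 24 h at 37 °C, 5% CO2; luciferase detection reagent is then added and luminescence measured after 10 min at ambient temperature.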
RORgamma inh = ROR gamma (mouse) transcription inhibition | Potency, µM (highest dose often 53.6 µM), without a hit: top-dose activity change, negative = inhibition, actives largely listed as inhibitors | 5.4% of 310,000 active | AID 2551 | Drosophila S2 Gal4-RORgamma UAS-luciferase reporter, 20 h; further: potency means the concentration at half of the fitted maximal effect; on the % scale 0 is the no-effect control and ±100 the full control effect; nearly all actives have a fitted effect of over 60% in size
Target sequence (P51450 whole entry, looked up, the tested form may be a part): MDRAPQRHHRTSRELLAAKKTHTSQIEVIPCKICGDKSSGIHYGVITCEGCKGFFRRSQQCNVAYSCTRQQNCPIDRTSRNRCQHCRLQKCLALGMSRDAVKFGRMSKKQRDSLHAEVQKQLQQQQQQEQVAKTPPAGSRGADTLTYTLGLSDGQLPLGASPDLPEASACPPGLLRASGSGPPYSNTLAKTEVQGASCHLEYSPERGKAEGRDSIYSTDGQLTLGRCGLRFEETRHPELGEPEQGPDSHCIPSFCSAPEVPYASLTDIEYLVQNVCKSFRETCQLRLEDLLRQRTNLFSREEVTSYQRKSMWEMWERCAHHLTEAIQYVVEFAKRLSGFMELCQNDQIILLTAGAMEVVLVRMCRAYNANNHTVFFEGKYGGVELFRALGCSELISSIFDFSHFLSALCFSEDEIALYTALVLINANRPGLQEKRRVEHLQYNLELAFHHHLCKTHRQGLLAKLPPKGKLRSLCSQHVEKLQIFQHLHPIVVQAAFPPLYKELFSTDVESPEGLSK
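Luciferase reporter read in Schneider cells carrying Gal4-RORγ (mouse) and UAS-Photinus luciferase; cells given compound 1 h before 700 uM copper sulfate induction, then incubated 20 h at ambient temperature.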
Rab9 prom act = activates the Rab9 promoter; Huh7 Rab9 promoter-luciferase reporter, luminescence, 24 h; Potency, µM (highest dose often 9.22 µM), for inactives: at the highest dose activation, negative = inhibition, usual class: activators; 2.8% of 320,000 active; further: potency means the concentration at half of the fitted maximal effect; % of control where 0% means no effect; nearly all actives have a fitted effect of over 60% in size
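Quantitative HTS format; Huh7 Rab9-luciferase reporter cells (1500/well) receive compound 2 h post-plating, incubate 24 h at 37 °C, then get luciferase reagent for 10 min before luminescence reading.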
Menin MLL FP TR = menin-MLL binding inhibition, Texas Red mutant peptide; O00255; Menin + Texas Red MLL mutant peptide, fluorescence polarization; Potency, µM (top dose mostly 61.6 µM), for the others: top-dose FP activity change, negative = inhibition, actives largely listed as inhibitors; 0.23% of 270,000 active; active means well fitted inhibition curve with a large enough effect in the polarisation, with a control signal flat, not every such curve was filed as active; inconclusive means small, poorly fitted or top-dose-only effect, or effect the other way, or a change in a side signal; inactive means no such curve, though single readings can be large or run the other way; the % refers to the polarisation; further: potency means the concentration at half of the fitted maximal effect; % of control where 0% means no effect; many of its hits are not listed in these tables
p53 reactivation = restores transcriptional activity of mutant p53. H1299 p53-A138V BP100-luciferase reporter, luminescence, 24 h. Potency, µM (highest dose often 92.2 µM), for inactives: at the highest dose activity change, positive = activation, hits mostly activators. 0.063% of 320,000 active; further: potency means the concentration at half of the fitted maximal effect; % of control where 0% means no effect; nearly all actives have a fitted effect of over 45% in size
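p53-null H1299 cells stably carrying temperature-sensitive p53-A138V and a BP100-luciferase reporter were pinned with compounds (4-point, 1:5 series) and held 24 hrs at 37 deg C. Luminescence was read 10 min after detection reagent.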
ELG1 genotoxic = inducers of genotoxicity in HEK293T ELG1-luciferase cells. HEK293T ELG1-luciferase reporter, luminescence, 16 h. Potency, µM (highest dose often 46 µM), inactives show top-dose activity change, positive = activation, actives largely listed as activators. 1.3% of 330,000 active; further: potency means the concentration at half of the fitted maximal effect; % of control where 0% means no effect; nearly all actives have a fitted effect of over 60% in size
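Luminescence read-out: rising ELG1-luciferase signal, reflecting elevated ELG1 protein under genetic stress, flags genotoxic compounds. Cells were treated for 16 hr at 37 °C before ONE-Glo detection.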
Gal4-VP16 FLuc = counter-screen for ROR gamma inhibitors: Gal4-VP16 reporter | AID 2546 | Potency, µM (doses to about 53.6 µM), inactives show top-dose activity, negative = inhibition, most hits filed as inhibitors | 3.5% of 310,000 active | Drosophila S2 Gal4-VP16 UAS-luciferase, luminescence, 20 h;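 further: Gal4-VP16 expression switched on by copper sulfate through the metallothionein promoter; potency means the concentration at half of the fitted maximal effect; on the % scale 0 is the no-effect control and ±100 the full control effect; nearly all actives have a fitted effect of over 50% in size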
BRCA1 expr up = activators of BRCA1 expression; 1.1% of 380,000 active; MCF7-BRCA1-FFLuc reporter, luminescence, 48 h; response scale: scaled: vehicle 0%, 10 µM genistein 100%; Potency, µM (titrated, usually from 46.1 µM), without a hit: top-dose activation, usual class: activators; further: potency means the concentration at half of the fitted maximal effect; nearly all actives have a fitted effect of over 80% in size; some results filed as inactive show a strong effect at the top dose
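Using MCF7 cells harboring a BRCA1 firefly luciferase reporter, plated 2 h before compound pinning, the screen measured luminescence after 48 h incubation. Responses were normalized to DMSO and 10 microM genistein, then fitted for concentration-effect.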
Giardia killer = kills Giardia lamblia. AID 540267. activity change, % at 7.66 µM, hits read low. 0.15% of 340,000 active. Giardia lamblia trophozoite viability; in the data active means activity change below about -80%; inconclusive means between about -30% and that limit;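 further: parasites exposed to compound for two days anaerobically before the ATP read; on the % scale 0 is the no-effect control and ±100 the full control effect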
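Trophozoite viability was measured as ATP-dependent luminescence, read 15-30 min after reagent addition. Before that, parasites at 100 cells/well were exposed to compounds for 48 h, anaerobically, at 37 deg C.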
An asterisk follows results filed as active; ? = inconclusive; . = no result given; [ ] = dose if it differs, or a comment. Unless noted, the call rests on the fitted dose curve; in most records, active means well fitted curve in the direction sought with a large enough effect; inconclusive means small, poorly fitted or top-dose-only effect, or another doubt; inactive means no such curve, though single readings can be large; an effect the other way counts as inactive or inconclusive. Not all compounds are listed; rates above refer to the full screens.

SMILES	PKM2 activator	FLuc counter	NPC1 promoter act	RORgamma inh	Rab9 prom act	Menin MLL FP TR	p53 reactivation	ELG1 genotoxic	Gal4-VP16 FLuc	BRCA1 expr up	Giardia killer
CCc1cccc(CC)c1NC(=O)COC(=O)c1ccc2c(c1)S(=O)(=O)c1ccccc1C2=O	-1%	-2%	0%	1%	0%	8%	-1%	1%	-2%	-1%	-6
Cc1cc(C)c(NC(=O)CNC(=O)COC(=O)C2CCN(c3ccc(C(F)(F)F)cn3)CC2)c(C)c1	13%	5%	1%	?	-2%	.	22%	6%	-2%	4%	21
CCOC(=O)c1c(C)[nH]c(C(=O)COC(=O)CNC(=O)c2ccccc2Cl)c1C	0%	11µM*	25%	-2%	?	-16%	?	?	-21%	-3%	26
O=S(=O)(c1ccc(F)cc1)N1CCN(C(=S)NC2CC2)CC1	.	2%	-2%	.	-3%	.	18%	-2%	.	45%	7
C=C1CCC[C@]2(C)C[C@H]3OC(=O)C(CNC(C)(CO)CO)[C@H]3CC12 (some centres not stated)	.	0%	0%	-26%	-5%	?	-13%	12%	-29%	-65%	5
CN(CCOc1ccc(Cl)cc1)C(=O)CN1C(=O)NC2(CCCCC2)C1=O	.	2%	2%	.	-6%	.	-4%	-14%	.	-21%	-20
Cc1cc(OC(C)C(=O)NCC2CCCO2)cc(C)c1Cl (configuration not stated)	-12%	-1%	1%	4%	3%	.	-14%	0%	0%	2%	0
O=C(Nc1ccc(Cl)cn1)Nc1ccccc1F	-4%	?	21%	23%	27%	-5%	?	8%	1%	28%	-11
Oc1ccccc1-c1cc(-c2ccc3c(c2)OCCO3)n[nH]1	-1%	0.34µM*	0.5µM*	3.2µM*	0.71µM*	?	?	0.37µM*	?	?	-18
COc1ccc(CNC(=O)c2ccc(NC(=O)CC3SC(N4CCCC4)=NC3=O)cc2)cc1 (configuration not stated)	0%	2%	-5%	0%	-7%	-4%	-4%	0%	-6%	-3%	-11
COc1ccccc1CCNC(=O)c1cccc(S(=O)(=O)NCc2ccccc2)c1	.	5%	0%	.	-5%	.	-6%	-3%	.	-46%	8
Cc1ccc(C(=O)CSc2nnc(-c3ccccc3N)n2C)cc1C	1%	-25%	5%	84%	11%	-9%	19%	0%	-2%	1%	14
O=C(CCNC(=O)C1CCN(S(=O)(=O)c2ccccc2)CC1)NCc1ccc(Cl)cc1Cl	.	1%	2%	41%	-1%	.	-1%	-9%	-7%	-29%	-7
O=C1CCC(C(=O)NCc2ccc3c(c2)OCO3)N1 (configuration not stated)	-3%	-3%	-4%	-6%	-4%	-4%	0%	0%	-8%	13%	4
CCOC(=O)c1cc(-c2ccc(OC)cc2OC)nn1-c1ccc(C(=O)O)cc1	1%	-13%	0%	-32%	-1%	13%	-3%	9%	-12%	-2%	4
CCC(=O)c1ccc(OCC(=O)Nc2ccc(N3CCOCC3)cc2N2CCOCC2)cc1	1%	0%	-2%	0%	3%	.	1%	-6%	-5%	3%	9
COc1ccc(C(=O)C(Sc2nnc(C)c(=O)[nH]2)c2ccc(OC)cc2)cc1 (configuration not stated)	-7%	-1%	-1%	-2%	-3%	.	2%	0%	4%	-5%	-15
O=c1c2ccccc2oc2nc(C3CCCCC3)n(Cc3ccco3)c(=O)c12	5%	-3%	-2%	9%	6%	2%	8%	-1%	-12%	-30%	3
COc1ccc(NC(=O)CSc2ncnc3c2cnn3Cc2ccccc2)cc1	1%	2%	1%	-28%	-2%	-3%	-3%	-2%	13%	0%	12
C=CCNC(=O)/C(C#N)=C/c1ccc(C(=O)O)cc1	2%	-2%	-6%	-8%	0%	-9%	1%	0%	3%	0%	-12
CCCCn1c2ccc(C)cc2c2nnc(SCCN3CCCCC3)nc21	.	3%	-1%	-35%	-5%	?	1%	-1%	0%	3%	6
COc1cccc(CN2CCN(CC(=O)Nc3ccccc3Cl)CC2)c1	2%	-1%	1%	0%	6%	-26%	-3%	-1%	1%	-32%	13
O=C(COC(=O)c1n[nH]c2ccccc12)NCc1ccccc1	1%	-12%	0%	15%	9%	-1%	0%	7%	8%	1%	-7
Cn1c(=O)[nH]c(=O)c2c1nc(NCCCn1ccnc1)n2Cc1ccccc1	0%	-1%	-4%	-12%	-8%	-9%	15%	7%	2%	-9%	9
CCOC(=O)N1CCN(S(=O)(=O)c2ccc(C(=O)Nc3sc4c(c3C(N)=O)CC(C)(C)NC4(C)C)cc2)CC1	-2%	-1%	1%	-6%	-11%	25%	-7%	2%	-9%	-24%	-23
Cc1ccc(C(=O)N(C)CC(=O)Nc2ccc(Cl)c(C(F)(F)F)c2)cc1S(=O)(=O)N1CCCCC1	.	-3%	-7%	.	2%	.	0%	0%	.	-35%	9
COC(=O)c1ccc(C)c(NC(=O)Cn2cnc3ccccc3c2=O)c1	1%	0%	-2%	15%	0%	-1%	-2%	-4%	16%	-20%	8
CC1=CC2=NCC(O)CN2C=C1 (configuration not stated)	3%	-1%	-3%	-26%	-5%	13%	0%	-1%	5%	7%	-3
CS(=O)(=O)Nc1ccc(N2CCCCC2)c(Cl)c1	-25%	-3%	2%	-17%	0%	21%	2%	-6%	-2%	3%	8
CCOC(=O)c1ccc(P(=O)(c2ccccc2)c2ccccc2)cc1	-3%	0%	1%	-10%	2%	?	.	1%	3%	4%	16
C/C(=N\NC(=O)C1CCCN(S(=O)(=O)c2ccccc2)C1)c1ccncc1 (configuration not stated)	-3%	6%	-4%	3%	-2%	6%	5%	-4%	-6%[0.365 µM]	-18%	6
CCN(CC)CCNC(=O)CS(=O)Cc1nc(-c2ccccc2Cl)oc1C (configuration not stated)	-1%	-3%	-3%	-22%	0%	-9%	-27%	0%	-2%	-2%	7
COc1ccc(S(=O)(=O)N2CCCC2CNC(=O)C(=O)NCc2ccco2)cc1 (configuration not stated)	.	-1%	-2%	.	-2%	.	-4%	1%	.	-6%	20
O=C(NCc1ccccc1F)c1ccncc1	1%	1%	-4%	-6%	-1%	-3%	-3%	-6%	-3%	-19%	13
CCN(CC)S(=O)(=O)c1cccc2nsnc12	1%	3%	0%	-1%	-5%	0%	-11%	-5%	5%	-16%	-1
COCCn1c(=NC(=O)CSCC(=O)N2CCOCC2)sc2cc(C)ccc21	-1%	2%	-4%	1%	1%	.	-16%	-2%	4%	-6%	6
CCc1ccccc1N1CN(Cc2cccnc2)CNC1=S	0%	1%	3%	-15%	-4%	.	-3%	-2%	9%	-10%	0
O=C(Nc1cc(F)ccc1F)C1CCN(S(=O)(=O)c2cccc3nonc23)CC1	-5%	1%	0%	32%	-4%	31%[activator]	-3%	-6%	19%	-5%	7
COc1ccc(CCNC(=O)CNCCc2ccc(F)cc2)cc1	.	-1%	2%	16%	-2%	-25%	-6%	-9%	4%	-21%	-28
C#CCNC(=O)C1=C[C@@H](c2csc3ccccc23)C[C@@H](OCc2ccc(CO)cc2)O1	?	?	-1%	?	0%	0%	-7%	-7%	8%	0%	22
COCCCNC(=S)N/N=C/c1ccc(O)cc1	?	0%	2%	13µM*	0%	.	-2%	6%	-11%	-2%	-6
COc1ccccc1C(=O)NC(=O)COC(=O)Cn1cnc2c1c(=O)n(C)c(=O)n2C	.	-2%	1%	.	-8%	.	0%	0%	.	-17%	?
O=C(C1=C[C@@H](c2ccccc2)C[C@@H](OCc2ccc(CO)cc2)O1)N1CCOCC1	-2%	1%	3%	23%	11%	-13%	-1%	1%	-1%	22%	3
CCCCC12CN3CC(C)(CN(C1)C31C(=O)N(C)c3ccc(C)cc31)C2=O (configuration not stated)	-3%	0%	-2%	-28%	7%	-8%	3%	-2%	-10%	-36%	-1
CONc1nc(NC(C)(C)C)nc(OCC#N)n1	-8%	-1%	1%	6%[10 µM]	1%	-7%	5%	4%	-17%	-24%	-4
COc1ccc(-c2oc(NC(C)=O)c(C#N)c2-c2ccc(OC)cc2)cc1	-1%	0%	1%	0%	-2%	18%	-2%	-1%	-8%	-48%	12
CCOC(=O)N1CCN(C(=O)COc2ccc(Br)cc2)CC1	4%	11%	1%	14%	3%	1%	28%	-5%	0%	-13%	-9
COc1cccc(/C=N/n2c(C3CCCCC3)n[nH]c2=S)c1OC	.	1%	-2%	3.2µM*	0%	?	-9%	-1%	7.1µM*	-27%	-26
